E coli growth: E. coli V3065 growth inhibition, primary screen, counter-screen for AddAB inhibitor project, absorbance, OD600; 18 h; inhibition, % at 11.9 µM; 330,000 tested, 0.27% active;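 active = inhibition above the campaign's mean inhibition across all tested compounds plus 3 SD, cut at about 9.9% in these data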;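 also: uninfected addAB+ strain grown without phage in ampicillin broth; 0% = DMSO wells and 100% = ciprofloxacin 0.95 µg/ml wells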
SUMO Mot1 rescue: yeast Mot1-301 growth rescue at high temperature, primary screen, SUMOylation pathway inhibitor project, S. cerevisiae, ATP luminescence, 38.5C | S. cerevisiae Mot1-301 growth rescue; percent above DMSO median, 100 means doubled | 320,000 tested, 1% active | AID 2716, 2010 | growth rescue, % at 18.8 µM;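 active = every valid replicate shows activation above 250% relative to neutral control wells; inactive = the rest, any valid replicate at or below 250%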;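 also: OY570 slx delta 5 strain wells were the positive control but not used for scaling; some compounds called inactive have numbers as strong as hits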
AddAB inh: growth inhibition of E. coli expressing H. pylori AddAB, primary screen, AddAB inhibitor project, absorbance. inhibition, % at 11.9 µM. 330,000 tested, 0.29% active; in the data active = inhibition above about 12%;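 also: 0% = vehicle wells of infected cells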
PfHsp90 yeast 2: growth inhibition of PfHsp90-expressing yeast, primary screen, antimalarial PfHsp90 inhibitor project, S. cerevisiae, BacTiter-Glo luminescence, single point, set 2 | inhibition, % at 9.4 µM | 310,000 tested, 0.32% active | AID 504621, 2011 | BacTiter-Glo ATP, 48 h; yeast lacking PDR1 and PDR3 efflux regulators;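 active = every replicate shows inhibition above about 80%, whatever the replicate mean, limit read from the data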;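 also: 0% = DMSO neutral controls and 100% = 20 µM radicicol positive controls; yeast relying on Plasmodium falciparum Hsp90 in place of its own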
OPRM1-OPRD1 inv: inverse agonists of MOR-DOR heterodimerization, primary screen, cell-based, luminescence. cell-based MOR-DOR heterodimer luminescence, inverse agonism. inhibition, % at 9.3 µM. 340,000 tested, 0.21% active. AID 504357, 2011; in the data active = inhibition above about 22%, passing the limit was not always enough;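 also: 0% = cells with DMSO and 100% = wells without cells with DMSO; values of inactives mirror those of a sister screen read the other way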
Target sequence (P35372 whole entry, looked up): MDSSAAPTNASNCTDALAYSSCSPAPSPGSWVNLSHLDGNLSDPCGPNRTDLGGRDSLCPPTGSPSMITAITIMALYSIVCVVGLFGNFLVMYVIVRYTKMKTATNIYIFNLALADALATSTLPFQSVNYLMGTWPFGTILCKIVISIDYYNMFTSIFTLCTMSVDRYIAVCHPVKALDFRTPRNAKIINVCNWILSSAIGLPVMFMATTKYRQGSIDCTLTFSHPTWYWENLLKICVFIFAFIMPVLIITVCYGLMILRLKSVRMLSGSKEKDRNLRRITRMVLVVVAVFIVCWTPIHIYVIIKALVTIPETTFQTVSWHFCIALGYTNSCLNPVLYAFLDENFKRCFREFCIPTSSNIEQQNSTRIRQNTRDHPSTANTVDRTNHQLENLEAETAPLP
Target sequence (P41143 whole entry, looked up): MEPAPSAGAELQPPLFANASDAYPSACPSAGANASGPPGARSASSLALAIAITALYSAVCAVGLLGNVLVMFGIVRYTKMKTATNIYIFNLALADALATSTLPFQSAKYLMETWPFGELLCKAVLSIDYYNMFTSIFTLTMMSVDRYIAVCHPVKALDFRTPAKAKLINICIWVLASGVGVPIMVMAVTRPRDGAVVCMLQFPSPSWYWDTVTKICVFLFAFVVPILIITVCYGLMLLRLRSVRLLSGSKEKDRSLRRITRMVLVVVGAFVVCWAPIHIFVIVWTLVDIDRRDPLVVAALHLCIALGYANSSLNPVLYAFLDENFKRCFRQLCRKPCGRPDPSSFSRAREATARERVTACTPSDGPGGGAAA
phage Ecoli inh: growth loss of phage-infected E. coli, primary screen, RecBCD inhibitor project, absorbance, with phage, HTS; inhibition, % at 11.9 µM; 360,000 tested, 0.26% active; AID 651602, 2012; in the data active = inhibition above about 11%
MOR-DOR ag: agonists of OPRM1-OPRD1 heterodimerization, primary screen, cell-based, luminescence | cells | activation, % at 9.3 µM | 340,000 tested, 0.3% active; in the data active = activation above about 18%;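 also: 0% = vehicle-treated cells and 100% = reference agonist; values of inactives mirror those of a sister screen read the other way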
Tat transport: E. coli Tat export inhibitors, primary screen, MC4100, TorA-mCherry reporter, fluorescence, single point | inhibition, % at 10 µM | 340,000 tested, 0.036% active;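 active = mean replicate inhibition at least 50% and at least half of replicates individually reaching 50%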;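 also: exported cargo escapes ClpAP degradation while cytoplasmic cargo is degraded and loses fluorescence; 0% = median of neutral control wells and 100% = median of NaSCN control wells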
PKA-R1A act: activators of PKA-R1A holoenzyme, primary screen, biochemical, fluorescence polarization, Cy5-IP20, bovine R1A, mouse PKAc; 340,000 tested, 0.083% active; cAMP-dependent protein kinase type I-alpha regulatory subunit (Bos taurus) + …; activation, % at 11.4 µM; PKA-R1A dissociation; scaled: DMSO 0%, 113 µM cGMP 100%;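 active = percent activation above the mean of all tested compounds plus 3 SD, cut at about 19% in these data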;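 also: higher means more PKAc released from R1A so a rise in polarization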
HTR5A inv ag: HTR5A inverse agonists in luminescence cell assay, primary screen, counter-screen for OPRM1-OPRD1 heterodimer inverse agonist project, full-deck HTS; HTR5A cell line, inverse agonism; inhibition, % at 9.3 µM; 340,000 tested, 0.083% active; in the data active = inhibition mostly above about 23%, no sharp cut-off; inactive = mostly below about 18%;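 also: 0% = cells with DMSO and 100% = no-cell wells with DMSO; some compounds called inactive have numbers as strong as hits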
PKA-R2B act: activators of PKA-R2B holoenzyme, primary screen, biochemical, fluorescence polarization, Cy5-IP20, human | cAMP-dependent protein kinase catalytic subunit beta (Homo sapiens) + cAMP-dependent … | PKA-R2B holoenzyme dissociation; R2B truncated from residue 108, S112A mutant; 0% DMSO only, 100% 113 µM cGMP | activation, % at 11.4 µM | 340,000 tested, 0.079% active | AID 504700, 2011;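 active = activation above a cutoff set at the mean over all compounds plus 3 SD, cut at about 18% in these data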;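 also: higher means more holoenzyme dissociation and a rise in polarization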
Numbers without * were called inactive; . = no result given. Outcome played no part in choosing rows; overall some 2.2% were active at least once.

SMILES	E coli growth	SUMO Mot1 rescue	AddAB inh	PfHsp90 yeast 2	OPRM1-OPRD1 inv	phage Ecoli inh	MOR-DOR ag	Tat transport	PKA-R1A act	HTR5A inv ag	PKA-R2B act
O=S(=O)(Cc1ccccc1)NCC1CCCN(Cc2ccc(F)c(F)c2)C1 (stereo not drawn)	0.2	-9	6.4	34	-8	6.4	1.4	-6	-13	-19	-9
CCOc1cc(-c2nc(-c3ccc(C)nc3OCC)no2)cc(OCC)c1OCC	-0.1	-14	0.6	3	1	1.6	-0.1	-4	7	1	2
Cn1nc(C(=O)OCc2ccc(F)cc2)c2ccccc2c1=O	2.9	.	2.7	-10	5	3.9	-1.0	1	-17	14	-6
COCCN1C=C2C(=O)C(C)(OC(=O)CCC(=O)OC)C(=O)C=C2C=C1C1CC1 (stereo not drawn)	-2.5	2	-2.6	-9	-21	.	3.8	-2	0	2	20*
Cc1ccccc1-c1nc2ccccc2c(=O)n1/N=C/c1ccccc1[N+](=O)[O-]	0.1	-13	0.9	.	27	0.4	-5.4	5	-10	5	-4
CCN(C(=O)CCc1ccccc1)C1CCCCC1	2.3	-22	4.2	-4	3	-0.3	-0.7	-8	-9	28	1
COC(=O)c1c(C)[nH]c(O)c1C=Nc1ccc(C#N)cc1	-0.8	.	2.4	1	5	-0.1	-0.7	-5	2	36	2
COC(=O)c1ccc(CNC(=O)C(NC(=O)c2ccco2)C(C)C)cc1 (stereo not drawn)	-2.8	54	-0.4	8	0	3.5	0.1	5	6	-11	15
CCCc1nnc(SCC(=O)N2CCOCC2)n1Cc1ccco1	-2.8	18	-6.0	-2	-17	-0.6	2.8	4	6	0	-8
C=CCn1c(SCC(=O)Nc2ccc3c(c2)OCO3)nnc1-c1ccccc1OC	1.3	-3	1.9	-11	2	1.6	-0.3	5	0	-21	12
Cc1occc1C(=O)NNC(=O)CN1C(=O)NC2(CCCCC2)C1=O	.	.	.	1	3	2.9	-0.5	-4	-4	-7	-2
COc1ccc(CCc2nnc(CCC(=O)NCc3cnn(-c4ccccc4C)c3)o2)cc1	-2.5	18	0.8	7	-7	2.6	1.0	0	1	-4	1
Cc1ccc(NC(=O)c2ncn(CCCNCCCN3CCCC3=O)n2)cc1C	.	.	.	-15	12	2.0	-2.6	2	-5	-11	-7
CCN1CCN(C(=O)C(=O)c2cn(CC(=O)N(CC)CC)c3ccccc23)CC1	-0.2	-14	-1.7	7	14	1.8	-2.4	-6	-5	-11	0
CC1CCN(C(=O)C2CCN(S(=O)(=O)c3ccc4c(c3)CC(C)N4C(=O)C3CC3)CC2)CC1 (stereo not drawn)	-1.1	-2	4.2	-28	1	4.0	-0.3	1	2	1	5
Cc1ccccc1COC(=O)CCCC1=NS(=O)(=O)c2ccccc2N1	-2.0	16	3.7	1	19	3.9	-3.6	-1	-20	9	-8
NC(=O)C1CCN(C(=O)c2ccc(NS(=O)(=O)c3ccc(F)cc3)cc2)CC1	1.1	4	-0.3	-4	1	2.6	-0.2	0	3	-20	7
COc1cccc(CN2CCNC(=O)C2CC(=O)NCC(C)(C)N2CCOCC2)c1OC (stereo not drawn)	-0.6	-12	0.6	-6	14	4.2	-2.6	-6	-6	-26	1
CCOC(=O)C(C)n1ncn2cccc2c1=O (stereo not drawn)	-0.8	-5	0.8	-16	6	1.6	-1.1	-8	0	-11	8
Cc1ccc(C(=O)C[n+]2ccc(Cc3ccccc3)cc2)cc1	-2.8	8	1.5	.	1	2.9	-0.2	-8	0	2	9
Cc1ccc(C(=O)C2Oc3ccccc3C3CC(c4ccc(C)cc4)=NN23)cc1 (stereo not drawn)	0.8	52	2.2	15	10	3.7	-1.8	-16	-1	3	-9
CCOC(=O)c1sc(-c2ccc(F)cc2)cc1NC(=O)Nc1ccccc1OC	0.5	-1	2.2	9	11	4.2	-2.2	-7	-14	14	-11
COCCn1cnnc1SCC(=O)Nc1cccc(S(=O)(=O)N2CCCCCC2)c1	1.0	0	0.7	-35	13	3.9	-2.7	-3	-9	1	0
Cc1ccccc1N1C(=O)C(Cl)=C(N2CCCCCC2)C1=O	-2.5	35	2.1	-30	-19	1.5	3.7	11	0	-2	-1
O=C(CN1C(=O)CC(c2ccco2)Sc2ccccc21)NCC1CCCO1 (stereo not drawn)	-1.4	274	2.2	.	7	-0.6	-1.1	-7	-2	-7	-13

6 compounds from above, ordered by molecular weight, lowest first.
SMILES	E coli growth	SUMO Mot1 rescue	AddAB inh	PfHsp90 yeast 2	OPRM1-OPRD1 inv	phage Ecoli inh	MOR-DOR ag	Tat transport	PKA-R1A act	HTR5A inv ag	PKA-R2B act
CCOC(=O)C(C)n1ncn2cccc2c1=O (stereo not drawn)	-0.8	-5	0.8	-16	6	1.6	-1.1	-8	0	-11	8
CCN(C(=O)CCc1ccccc1)C1CCCCC1	2.3	-22	4.2	-4	3	-0.3	-0.7	-8	-9	28	1
Cc1ccc(C(=O)C[n+]2ccc(Cc3ccccc3)cc2)cc1	-2.8	8	1.5	.	1	2.9	-0.2	-8	0	2	9
Cc1ccc(C(=O)C2Oc3ccccc3C3CC(c4ccc(C)cc4)=NN23)cc1 (stereo not drawn)	0.8	52	2.2	15	10	3.7	-1.8	-16	-1	3	-9
Cc1ccc(NC(=O)c2ncn(CCCNCCCN3CCCC3=O)n2)cc1C	.	.	.	-15	12	2.0	-2.6	2	-5	-11	-7
COCCn1cnnc1SCC(=O)Nc1cccc(S(=O)(=O)N2CCCCCC2)c1	1.0	0	0.7	-35	13	3.9	-2.7	-3	-9	1	0

Going on with the list.
SMILES	E coli growth	SUMO Mot1 rescue	AddAB inh	PfHsp90 yeast 2	OPRM1-OPRD1 inv	phage Ecoli inh	MOR-DOR ag	Tat transport	PKA-R1A act	HTR5A inv ag	PKA-R2B act
CCOC(=O)NC(CC(=O)O)c1ccc(OC)cc1 (stereo not drawn)	-0.6	85	1.1	12	11	1.9	-2.6	8	-14	-8	1
CCCc1cnc(N2CCN(C(=O)c3ccccc3)CC2)nc1	-0.7	18	2.8	17	1	-0.7	-0.3	2	14	4	0
Cc1ccc(-c2noc(CC(=O)c3ccc([N+](=O)[O-])cc3)n2)cc1	.	.	.	1	17	2.7	-3.9	3	-4	0	-3
COc1c(Cl)cc(Cl)cc1CNCc1ccccc1	-2.1	148	0.2	7	-35	2.5	4.8	-7	-2	-13	-2
CC(C)CCN1C(=O)c2ccc(C(=O)NCc3ccccn3)cc2C1=O	-2.1	-5	1.7	-9	13	3.6	-2.6	4	-3	-6	0
COc1cccc(CN(C)C(=O)CSc2nc3ccccc3[nH]2)c1OC	-1.4	82	-0.1	20	13	-1.6	-2.0	1	-9	-3	-5
CCC1CCC(c2nnc(-c3ccc(Br)cc3)o2)CC1 (stereo not drawn)	-1.3	5	-0.5	4	-13	3.1	2.4	11	11	-35	4
Cc1[nH]nc2c1C(c1ccc(Cl)cc1)C(C#N)=C(N)O2 (stereo not drawn)	2.5	-9	3.9	22	8	-0.5	-1.9	-14	6	11	-4
COCCNS(=O)(=O)c1ccc(-c2ccc(S(=O)(=O)NCCOC)cc2)cc1	0.2	11	1.0	12	11	-1.2	-2.1	3	-2	-13	2
O=S1(=O)CCN2C(c3ccc4c(c3)CCCC4)=CSC2=N1	0.6	-3	5.6	16	9	0.9	-2.1	8	10	-16	-11
CC(C)(C)OC(=O)N(CCc1ccccc1)Cc1ccccc1OCc1cccc(NC(=O)C2CCCC2)c1	.	.	.	3	-6	3.2	1.3	-7	-3	18	-14
Cc1ccc(/C(N)=N/OC(=O)c2cc(-c3ccccc3)nc3ccccc23)cc1	-1.2	.	0.2	-18	-12	0.6	2.3	4	1	5	-10
CCOC(=O)c1ccc2c(c1)N(CC(=O)N1CCCC1)C(=O)C(C)(C)O2	-1.4	8	-0.2	.	4	2.8	-0.9	1	10	5	1
CNC(=S)N(Cc1cc2cc(C)cc(C)c2[nH]c1=O)C1CCCC1	-3.1	187	-0.3	-32	5	4.7	-1.0	-4	-8	3	-4
Cc1oc2c(cc(NS(=O)(=O)c3ccc(F)cc3)c3ccccc32)c1C(=O)O	-2.0	-6	1.5	11	-34	-0.6	4.2	-6	-12	-20	1
COc1ccc2[nH]c(=O)c(CN(CCO)S(=O)(=O)c3ccc(C)cc3)cc2c1	2.6	-1	3.2	16	16	4.7	-3.0	-2	-12	-1	-6
COC(=O)c1cc(Cl)c(N)cc1OC	-0.9	-2	2.4	.	4	4.8	-0.8	-8	6	2	5
O=C(Nc1ccccc1Cl)c1ccccc1Cl	-1.7	6	2.0	-14	6	0.8	-1.1	-6	11	7	-1
COc1ccc2[nH]c3c(=O)n(Cc4ccc(C(=O)N5CCC(C(N)=O)CC5)cc4)c(=S)[nH]c3c2c1	1.3	.	-0.7	-9	2	2.9	-0.4	-4	-3	14	-7
Cc1ccc2c(c1)c(=O)c(Br)c(C)n2Cc1ccccc1	0.7	6	0.3	-20	-17	4.5	3.5	1	-8	2	-4
Cc1c(CCOC(=O)c2ccc(Cl)cc2Cl)sc[n+]1CC(=O)c1ccc(Br)cc1	0.7	-8	0.7	-10	-17	0.2	4.4	5	-8	-24	-6
COc1cccc(-n2c(SCC(=O)NCC3CCCO3)nc3c([nH]c4ccccc43)c2=O)c1 (stereo not drawn)	0.4	-5	-2.1	10	16	2.0	-3.8	6	5	14	0
O=C(Oc1c(-c2ccccc2)oc2ccccc2c1=O)c1ccccc1	-2.9	-11	-3.4	-43	7	-2.5	-1.3	-1	-10	-8	3
Cc1ccc(S(=O)(=O)Nc2cc(C(F)(F)F)ccc2N2CCOCC2)c(C)c1	1.0	-28	0.9	-17	-18	3.0	3.3	2	-4	-7	-2
O=C(NC1CCCCC1)c1ccc(CN2CCOCC2)cc1	0.1	54	-0.2	23	14	2.0	-2.5	-10	0	-35	-2
CCO[C@@H]1OC(C(=O)NCc2ccccc2)=C[C@H](C(C)(C)C)[C@H]1CCCO	1.2	-3	3.6	-21	2	1.1	-0.4	9	-1	-11	-9
Cc1cc(Br)ccc1SCC(=O)OC/C(O)=C(\C#N)c1nc2ccccc2[nH]1	-2.3	129	2.0	-59	-22	0.6	4.4	0	-11	3	-1
